Hck-Nef inh – inhibitors of human Hck kinase activated by Nef | P08631 | Recombinant Hck-YEEI plus Nef, Z-Lyte FRET kinase assay | inhibition, % at 20 µM | 0.68% of 220,000 active | AID 463187;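 active = Hck-Nef kinase inhibition above about 50%, limit read from the data; inactive = inhibition below that limit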;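 also: 0% = DMSO with Hck plus Nef and 100% = Hck alone without Nef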
14-3-3 Bad inh – disrupts binding of bovine 14-3-3 zeta to phospho-Bad peptide; P63103; TR-FRET 14-3-3zeta/Dy647-pBad peptide displacement, 1 h; inhibition, % at 21.7 µM; 0.71% of 220,000 active; AID 781;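 active = inhibition above about 70%, limit read from the data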;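 also: 0% = full 14-3-3 plus peptide FRET controls and 100% = background without 14-3-3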
FXIa inh – blocks human coagulation factor XIa protease activity. AID 798. 0.14% of 220,000 active. P03951. purified FXIa, Boc-Glu-Ala-Arg-AMC fluorogenic substrate. inhibition, % at 5 µM;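 active = inhibition of at least 40%; inactive = inhibition below 40%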;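 also: fluorescence of freed AMC excited at 355 nm; 0% = enzyme without compound and 100% = no enzyme blank; many of its hits are not listed in these tables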
Runt-CBFb FRET – blocks binding of human RUNX1 Runt domain to CBFb; Q01196+Q13951; Cerulean-Runt/Venus-CBFb FRET ratio 530/480, 1 h; inhibition, % at 20 µM; 0.46% of 220,000 active; AID 1496;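 active = inhibition over about 50% at 20 µM in the single-dose screen, limit read from the data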;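 also: 0% = DMSO wells and 100% = excess unlabeled CBFb competitor control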
Target sequence (Q01196 whole entry, looked up, the tested form may be a part): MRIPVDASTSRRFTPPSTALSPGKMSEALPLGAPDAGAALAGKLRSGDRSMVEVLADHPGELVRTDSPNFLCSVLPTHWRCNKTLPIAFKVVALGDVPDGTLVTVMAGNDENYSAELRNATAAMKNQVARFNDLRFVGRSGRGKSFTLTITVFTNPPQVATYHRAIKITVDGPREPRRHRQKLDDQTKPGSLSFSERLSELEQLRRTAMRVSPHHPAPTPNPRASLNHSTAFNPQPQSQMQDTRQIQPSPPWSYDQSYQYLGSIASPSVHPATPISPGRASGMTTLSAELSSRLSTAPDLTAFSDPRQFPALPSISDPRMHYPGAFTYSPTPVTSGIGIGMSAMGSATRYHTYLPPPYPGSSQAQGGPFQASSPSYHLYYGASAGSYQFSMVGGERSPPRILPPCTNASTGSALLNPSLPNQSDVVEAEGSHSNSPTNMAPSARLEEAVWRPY
Target sequence (Q13951 whole entry, looked up, the tested form may be a part): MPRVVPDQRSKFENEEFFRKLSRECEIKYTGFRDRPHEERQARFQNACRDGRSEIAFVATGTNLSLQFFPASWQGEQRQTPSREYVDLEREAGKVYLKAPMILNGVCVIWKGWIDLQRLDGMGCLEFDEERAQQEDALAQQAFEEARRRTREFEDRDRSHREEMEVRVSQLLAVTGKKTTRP
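test system = Cerulean-tagged RUNX1 Runt domain (FRET donor) fusion protein | reagent = Venus-CBFb binding partner, 100 nM | incubation = protein complex preformed 1 h, compound exposure 1 h, room temperature, dark | detection = FRET fluorescence | read-out basis = loss of energy transfer signal | controls = 5 µM unlabeled CBFb as full-inhibition high control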
Wee1 degr inh – inhibitors of human Wee1 degradation; 1.2% of 220,000 active; reporter increase, % at 5 µM; HeLa Luc-Wee1K328M stability, luciferase luminescence; 100% = proteasome inhibitor MG132 effect; AID 1321;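 active = activation above the mean of all tested compounds plus 3 SD, set per screening run, cut at about 8.8% in these data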;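 also: cells exposed to compound for 20 h before luminescence read; 0% = DMSO alone and 100% = MG132 at 30 µM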
FXIIa inh 1536 – inhibitors of human coagulation factor XIIa. P00748. purified FXIIa, Boc-QGR-AMC fluorogenic substrate, 2 h. inhibition, % at 5 µM. 0.3% of 220,000 active; in the data active = inhibition above about 40%;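 also: 0% = enzyme with no compound and 100% = blank without enzyme; many of its hits are not listed in these tables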
Runt-SMMHC FRET – Runt domain-CBFb-SMMHC interaction inhibition | inhibition, % at 20 µM | AID 1434 | Q01196+Q13951 | 0.74% of 220,000 active | Cerulean-Runt/Venus-CBFb-SMMHC FRET ratio 530/480, 1 h;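 active = mean inhibition across duplicate retests at 20 µM reaching about 50%, limit read from the data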;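 also: 0% = DMSO wells and 100% = wells with excess untagged CBFb-SMMHC; inhibitors lower the FRET ratio by blocking Runt binding to CBFb-SMMHC; some results filed as inactive read as strong as hits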
Thrombin inh – thrombin (human) inhibition; P00734; inhibition, % at 5 µM; 0.26% of 220,000 active; alpha-thrombin, Boc-VPR-AMC fluorogenic substrate cleavage; AID 1046;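 active = inhibition at or above 40%; inactive = inhibition below 40%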;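 also: 0% = enzyme with no compound and 100% = wells without enzyme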
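Material: Human alpha-thrombin protein | Buffer or medium: pH 7.5 Tris-saline with Tween 20 | Reagent: Boc-VPR-AMC substrate, 15 µM final | Schedule: Reaction at ambient temperature | Detection: AMC fluorescence at 355 nm excitation and 460 nm emission | Evaluation: Percent inhibition scaled between no-compound controls and no-enzyme blanks | Controls: no-compound enzyme wells and no-enzyme blanks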
hK5 inh – inhibitors of human kallikrein 5; Q9Y337; recombinant hK5, fluorogenic AMC substrate cleavage; inhibition, % at 5 µM; 0.59% of 210,000 active; AID 873;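 active = inhibition of 40% or more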;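 also: 0% = enzyme controls without compound and 100% = no-enzyme blanks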
Target sequence (Q9Y337 67-293 limits assumed): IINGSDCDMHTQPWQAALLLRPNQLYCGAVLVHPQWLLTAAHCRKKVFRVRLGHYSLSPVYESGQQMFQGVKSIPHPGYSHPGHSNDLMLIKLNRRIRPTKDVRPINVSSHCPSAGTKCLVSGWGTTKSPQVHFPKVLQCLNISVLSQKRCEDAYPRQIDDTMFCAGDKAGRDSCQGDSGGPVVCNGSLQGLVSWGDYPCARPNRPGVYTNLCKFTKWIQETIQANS
Numbers without * were called inactive; [ ] = another dose, or the depositor's remark. Not a hit list, and some 4.2% of all compounds hit somewhere here.

For Cc1ccc(C(=O)Nc2cc(=O)n(C)c(=O)n2C)cc1C the results were Hck-Nef inh -1, 14-3-3 Bad inh 5, FXIa inh -5, Runt-CBFb FRET 4, Wee1 degr inh 1, FXIIa inh 1536 6, Runt-SMMHC FRET 0, Thrombin inh -8 and hK5 inh -25.
O=[N+]([O-])c1ccc(Cl)c(/C=N/NC(=S)Nc2ccccc2)c1 was read as Hck-Nef inh 1, 14-3-3 Bad inh 10, FXIa inh 0, Runt-CBFb FRET 2, Wee1 degr inh -2, FXIIa inh 1536 16, Runt-SMMHC FRET -2, Thrombin inh 7 and hK5 inh -5.
O=C(Nc1nnc(COc2ccc(Cl)cc2)s1)C1CCCO1 (stereo not given) was read as Hck-Nef inh 0, 14-3-3 Bad inh 1, FXIa inh 3, Runt-CBFb FRET 25, Wee1 degr inh -2, FXIIa inh 1536 6, Runt-SMMHC FRET 12, Thrombin inh 5 and hK5 inh 4.
CN(C)c1ccnc(NCc2ccccc2)c1C#N was read as Hck-Nef inh 2, 14-3-3 Bad inh -2[fluorescence artefact?], FXIa inh 11, Runt-CBFb FRET 0, Wee1 degr inh 1, FXIIa inh 1536 14, Runt-SMMHC FRET 1, Thrombin inh -1 and hK5 inh -9.
`O=C(CN1CCCCCCC1)N/N=C/c1ccc(F)c(F)c1` gave Hck-Nef inh 1, 14-3-3 Bad inh -1, FXIa inh -2, Runt-CBFb FRET 0, Wee1 degr inh 1, FXIIa inh 1536 15, Runt-SMMHC FRET 0, Thrombin inh 2 and hK5 inh -14.
`Cc1ccc(NC(=S)N(C)C)cc1C` gave Hck-Nef inh 3, 14-3-3 Bad inh 0, FXIa inh 8, Runt-CBFb FRET -2, Wee1 degr inh 2, FXIIa inh 1536 6, Runt-SMMHC FRET -3, Thrombin inh -2 and hK5 inh 3.
O=C(CCN1C(=O)c2ccccc2C1=O)Nc1ccc(F)cc1 was read as Hck-Nef inh 1, 14-3-3 Bad inh 8, FXIa inh -4, Runt-CBFb FRET 1, Wee1 degr inh 0, FXIIa inh 1536 8, Runt-SMMHC FRET -3, Thrombin inh -2 and hK5 inh 14.
O=S(Cc1ccc(Cl)cc1)CC(O)(c1ccccc1)c1ccccc1 (stereo not given) was read as Hck-Nef inh -1, 14-3-3 Bad inh 12, FXIa inh 0, Runt-CBFb FRET -7, Wee1 degr inh -1, FXIIa inh 1536 13, Runt-SMMHC FRET -2, Thrombin inh -1 and hK5 inh -20.
For CC(C)NC(=O)C1CCN(C2CCN(C(=O)C3=CCCC3)CC2)CC1 the results were Hck-Nef inh -17, 14-3-3 Bad inh -13, FXIa inh 13, Runt-CBFb FRET 2, Wee1 degr inh -1, FXIIa inh 1536 14, Runt-SMMHC FRET 2 and Thrombin inh -2.
COC(=O)Nc1sc2c(c1C(=O)NCc1ccco1)CCCC2 was read as Hck-Nef inh 6, 14-3-3 Bad inh 4, FXIa inh 3, Runt-CBFb FRET 9, Wee1 degr inh 4, FXIIa inh 1536 0, Runt-SMMHC FRET -3, Thrombin inh -4 and hK5 inh -3.
Screening O=C(N/N=C/c1ccc(OC(=O)c2ccccc2)cc1)c1cccc(O)c1 returned Hck-Nef inh 18, 14-3-3 Bad inh -6, FXIa inh 1, Runt-CBFb FRET 0, Wee1 degr inh -2, FXIIa inh 1536 0, Runt-SMMHC FRET -4, Thrombin inh -12 and hK5 inh -5.
O=C(O)CCc1ccc(-c2ccc(Cl)cc2)n1NC(=O)c1ccc(O)cc1 was read as Hck-Nef inh 18, 14-3-3 Bad inh -13, FXIa inh -3, Runt-CBFb FRET 8, Wee1 degr inh -3, FXIIa inh 1536 15, Runt-SMMHC FRET 4, Thrombin inh 2 and hK5 inh -10.
`CC1CC(C)CN(c2cc(=O)n(Cc3ccc(F)cc3)c(=O)[nH]2)C1` (stereo not given) gave Hck-Nef inh 0, 14-3-3 Bad inh -7, FXIa inh 1, Runt-CBFb FRET 0, Wee1 degr inh -2, FXIIa inh 1536 10, Runt-SMMHC FRET -2, Thrombin inh 2 and hK5 inh -1.
For COc1cc(CO)ccc1OCC(=O)Nc1ccc(Br)cc1 the results were Hck-Nef inh 8, 14-3-3 Bad inh -5, FXIa inh -3, Runt-CBFb FRET 2, Wee1 degr inh 1, FXIIa inh 1536 -2, Runt-SMMHC FRET -4, Thrombin inh -3 and hK5 inh -23.
`COc1cc(N2CCCC2)c(OC)cc1/C=c1/sc2nc3ccccc3n2c1=O` gave Hck-Nef inh 2, 14-3-3 Bad inh 8, FXIa inh -5, Runt-CBFb FRET -22, Wee1 degr inh -1, FXIIa inh 1536 9, Runt-SMMHC FRET -41, Thrombin inh -2 and hK5 inh -8.
COc1ccc(N2CCN(CC(=O)Nc3ccccc3SC)CC2)cc1 was read as Hck-Nef inh 14, 14-3-3 Bad inh 8, FXIa inh -4, Runt-CBFb FRET 2, Wee1 degr inh -1, FXIIa inh 1536 6, Runt-SMMHC FRET -1, Thrombin inh 4 and hK5 inh 1.
O=C(CSCc1ccccc1)N1CCN(c2ccc(F)cc2)CC1 was read as Hck-Nef inh -17, 14-3-3 Bad inh 7, FXIa inh 1, Runt-CBFb FRET -3, Wee1 degr inh -1, FXIIa inh 1536 21, Runt-SMMHC FRET -5, Thrombin inh -3 and hK5 inh 2.
For CN(C)CCCOC(=O)c1ccccc1Cl the results were Hck-Nef inh 0, 14-3-3 Bad inh 18, FXIa inh 5, Runt-CBFb FRET 3, Wee1 degr inh -1, FXIIa inh 1536 14, Runt-SMMHC FRET -2, Thrombin inh 0 and hK5 inh -11.
Screening Cc1cc(C)n(CCC(=O)N/N=C/c2c(O)ccc3ccccc23)n1 returned Hck-Nef inh 10, 14-3-3 Bad inh -5, FXIa inh 3, Runt-CBFb FRET 29, Wee1 degr inh -2, FXIIa inh 1536 11, Runt-SMMHC FRET 45, Thrombin inh 1 and hK5 inh 1.
For COc1ccc(C2Nc3ccccc3C(=O)N2c2ccc(C)cc2)cc1Cn1cc([N+](=O)[O-])cn1 (stereo not given) the results were Hck-Nef inh 2, 14-3-3 Bad inh -9[fluorescence artefact?], FXIa inh -6, Runt-CBFb FRET -1, Wee1 degr inh -1, FXIIa inh 1536 6, Runt-SMMHC FRET -10, Thrombin inh 3 and hK5 inh 28.
For CCOC(=O)c1c(NC(=S)Nc2ccccc2)sc2c1CCCCC2 the results were Hck-Nef inh 1, 14-3-3 Bad inh -1, FXIa inh 8, Runt-CBFb FRET 2, Wee1 degr inh -1, FXIIa inh 1536 22, Runt-SMMHC FRET 7, Thrombin inh 7 and hK5 inh -5.
CC(=O)Nc1nc2c(c3c1c(=O)oc1ccccc13)CC(C)CC2 (stereo not given) was read as Hck-Nef inh 12, 14-3-3 Bad inh 13[fluorescence artefact?], FXIa inh 3, Runt-CBFb FRET -2, Wee1 degr inh 0, FXIIa inh 1536 -5, Runt-SMMHC FRET 0, Thrombin inh -2 and hK5 inh -28.
For Cc1ccc2[nH]c(O)c(N=NC(=O)c3ccc(NS(=O)(=O)c4cccs4)cc3)c2c1 the results were Hck-Nef inh 48, 14-3-3 Bad inh 8, FXIa inh -2, Runt-CBFb FRET -1, Wee1 degr inh 2, FXIIa inh 1536 7, Runt-SMMHC FRET -6, Thrombin inh -4 and hK5 inh 6.
Screening O=C(C1CCC1)N1CCc2cc(S(=O)(=O)Nc3ccc4c(c3)OCCO4)ccc21 returned Hck-Nef inh -1, 14-3-3 Bad inh 9, FXIa inh -18, Runt-CBFb FRET 0, Wee1 degr inh -1, FXIIa inh 1536 12, Runt-SMMHC FRET 0, Thrombin inh 0 and hK5 inh 7.
For Cc1ccc2nc(SCC(=O)Nc3ccc(C(N)=O)cc3)[nH]c2c1 the results were Hck-Nef inh 24, 14-3-3 Bad inh -18, FXIa inh -7, Runt-CBFb FRET 1, Wee1 degr inh -1, FXIIa inh 1536 5, Runt-SMMHC FRET -1, Thrombin inh -9 and hK5 inh -6.
`COc1ccc(-c2noc(C3CCCN(C(=O)c4ccc(C)cc4)C3)n2)cc1` (stereo not given) gave Hck-Nef inh 21, 14-3-3 Bad inh -3, FXIa inh 1, Runt-CBFb FRET -1, Wee1 degr inh 1, FXIIa inh 1536 11, Runt-SMMHC FRET -2, Thrombin inh 2 and hK5 inh 1.
For CNC(=O)CN1C(=O)NC2(CCc3ccccc32)C1=O (stereo not given) the results were Hck-Nef inh 0, 14-3-3 Bad inh 1, FXIa inh 2, Runt-CBFb FRET 0, Wee1 degr inh 1, FXIIa inh 1536 17, Runt-SMMHC FRET -5, Thrombin inh 5 and hK5 inh 10.
Screening Cc1ccc2nc(NCCCNC(=O)c3cnccn3)c(C#N)cc2c1 returned Hck-Nef inh 9, 14-3-3 Bad inh 71*, FXIa inh 1, Runt-CBFb FRET 21, Wee1 degr inh -3, FXIIa inh 1536 -12, Runt-SMMHC FRET 32, Thrombin inh -7 and hK5 inh -2.
Screening O=C(CSc1nc2[nH]ncc2c(=O)n1-c1ccccc1)N1CCCCCC1 returned Hck-Nef inh 3, 14-3-3 Bad inh -15, FXIa inh 0, Runt-CBFb FRET -1, Wee1 degr inh 12*, FXIIa inh 1536 5, Runt-SMMHC FRET -3 and Thrombin inh -4.
`CC(=O)Nc1ccc(OCC(O)Cn2nc(C)c(Br)c2C)cc1` (stereo not given) gave Hck-Nef inh 5, 14-3-3 Bad inh 5[fluorescence artefact?], FXIa inh 4, Runt-CBFb FRET 0, Wee1 degr inh -2, FXIIa inh 1536 14, Runt-SMMHC FRET 2, Thrombin inh 0 and hK5 inh -4.
O=C(Nc1cc([N+](=O)[O-])ccc1Cl)c1ccc2c(c1)OCO2 was read as Hck-Nef inh 3, 14-3-3 Bad inh 3, FXIa inh 0, Runt-CBFb FRET 3, Wee1 degr inh 1, FXIIa inh 1536 6, Runt-SMMHC FRET -1, Thrombin inh -2 and hK5 inh -3.
Screening COC(=O)c1ccccc1NC(=O)CN1CCN(c2ccccn2)CC1 returned Hck-Nef inh 24, 14-3-3 Bad inh -10, FXIa inh -3, Wee1 degr inh 0, FXIIa inh 1536 2, Thrombin inh 15 and hK5 inh -2.
Screening O=C(Nc1ccnc(-c2cccnc2)n1)c1cccs1 returned Hck-Nef inh 21, 14-3-3 Bad inh -4, FXIa inh -3, Runt-CBFb FRET -1, Wee1 degr inh -2, FXIIa inh 1536 0, Runt-SMMHC FRET -4, Thrombin inh -5 and hK5 inh -6.
Cc1ccc(S(=O)(=O)N2CCC(C(=O)Nc3nnc(C4CCCC4)s3)CC2)cc1 was read as Hck-Nef inh 0, 14-3-3 Bad inh 5, FXIa inh -6, Runt-CBFb FRET -2, Wee1 degr inh -3, FXIIa inh 1536 9, Runt-SMMHC FRET -4, Thrombin inh -3 and hK5 inh -15.

Screens deposited in PubChem BioAssay by several laboratories.
